# High-throughput results (PubChem BioAssay)
# Vif-A3G inh = inhibitors of Vif-APOBEC3G interaction; Q9HC16; Potency, µM (highest dose often 46.1 µM), for the others: at the highest dose activity, negative = active, hits mostly inhibitors; hit rate 0.076% among 410,000; HeLa A3G-eYFP + Vif (tagged APOBEC3G with the HIV-1 protein that degrades it), YFP fluorescence, overnight; AID 602310;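 note: potency is the fitted concentration of half-maximal effect; % is set by controls: 0 for no effect and ±100 for the full control effect; nearly all actives have a fitted effect of over 60% in size; hits raise eYFP signal because A3G escapes Vif-driven loss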
# Target sequence (Q9HC16 whole entry, looked up): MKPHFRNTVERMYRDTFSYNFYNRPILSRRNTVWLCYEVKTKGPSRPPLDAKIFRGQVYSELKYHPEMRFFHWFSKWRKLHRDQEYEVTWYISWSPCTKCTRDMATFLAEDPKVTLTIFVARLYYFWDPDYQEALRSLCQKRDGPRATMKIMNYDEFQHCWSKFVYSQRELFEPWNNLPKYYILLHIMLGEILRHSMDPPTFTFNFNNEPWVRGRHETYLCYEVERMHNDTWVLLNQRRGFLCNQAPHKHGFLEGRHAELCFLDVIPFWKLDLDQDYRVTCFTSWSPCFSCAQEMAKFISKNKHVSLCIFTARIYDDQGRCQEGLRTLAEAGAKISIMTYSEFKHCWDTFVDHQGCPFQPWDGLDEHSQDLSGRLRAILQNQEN
#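 HeLa cells stably expressing Vif and C-terminally eYFP-tagged A3G, seeded overnight at 37 deg C, then exposed to compound by pintool overnight at 37 deg C. Rise in yellow fluorescence (Ex 488/Em 500-530, Acumen) marks blocked Vif-driven A3G degradation.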
# Vif-A3F inh = blocks the Vif interaction with APOBEC3F. HeLa A3F-eYFP + Vif (tagged APOBEC3F with the HIV-1 protein that degrades it), YFP fluorescence increase. Potency, µM (titrated, usually from 46.1 µM), without a hit: at the highest dose activity, negative = active. hit rate 0.2% among 390,000. AID 602313; note: potency is the fitted concentration of half-maximal effect; % of control where 0% means no effect; nearly all actives have a fitted effect of over 65% in size
#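 HeLa cells stably expressing Vif plus C-terminally eYFP-tagged A3F were seeded, incubated overnight at 37 deg C, dosed with compound, incubated overnight again at 37 deg C. Yellow fluorescence (Ex 488/Em 500-530) reported blocked Vif-mediated A3F-eYFP degradation.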
# ALOX12 inh = inhibitors of human 12S-lipoxygenase ALOX12 | Potency, µM (top dose mostly 108 µM), inactives show at the top dose activity change, negative = inhibition, actives largely listed as inhibitors | P18054 | purified 12hLO, xylenol orange hydroperoxide absorbance | hit rate 1.1% among 580,000 | AID 1671190; note: potency is the fitted concentration of half-maximal effect; % is set by controls: 0 for no effect and ±100 for the full control effect
#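 Purified human 12hLO (150 nM final) in 25 mM Hepes, 0.01% Triton X-100, pH 7.0 was preincubated 15 min at room temperature with compound. Then 40 uM arachidonic acid was added, 30 min. Hydroperoxide was read by Fe-XO absorbance ratio 573/405 nm.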
# D2 antag = antagonizes the human D2 dopamine receptor | P14416 | HEK293 TREx D2 cells, calcium flux, dopamine EC80 | inhibition, % at 10 µM | hit rate 2% among 340,000 | AID 485344; in the data active = inhibition above about 30%; note: 0% is about no effect
#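 Read-out: kinetic calcium fluorescence (1 cycle/s) in inducible HEK293 T-REx D2 cells after an EC80 dopamine addition that followed 180 s compound preincubation. Loss of the dopamine response indicates antagonism.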
# LDHA block = inhibitors of human lactate dehydrogenase A | P00338 | purified LDHA, NADH/diaphorase-resazurin fluorescence; stronger effect = lower value | activity change, % (values are at about 110 or 230 µM) | hit rate 0.15% among 480,000 | AID 1347041; in the data active = activity change below about -30%; inconclusive = mostly about -25% to -30%;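 note: plate controls were DMSO wells for no effect and wells without enzyme for full effect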
#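 Human LDH5 (2 nM) was incubated with 0.06 mM NADH and 0.2 mM pyruvate for 5 min at room temperature in Tris pH 7.4. Remaining NADH was coupled through diaphorase/resazurin, and resorufin fluorescence was read at 0 and 20 min.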
# RGS4 inh = human RGS4 inhibition. hit rate 0.039% among 390,000. Transcreener GDP fluorescence polarization, RGS4-accelerated GTP hydrolysis. Potency, µM (series often up to 114 µM), for the others: at the highest dose activity change, negative = inhibition, usual class: inhibitors. P49798; note: potency is the fitted concentration of half-maximal effect; % is set by controls: 0 for no effect and ±100 for the full control effect; nearly all actives have a fitted effect of over 75% in size; some results filed as inactive show a strong effect at the top dose
# Target sequence (P49798 whole entry, looked up): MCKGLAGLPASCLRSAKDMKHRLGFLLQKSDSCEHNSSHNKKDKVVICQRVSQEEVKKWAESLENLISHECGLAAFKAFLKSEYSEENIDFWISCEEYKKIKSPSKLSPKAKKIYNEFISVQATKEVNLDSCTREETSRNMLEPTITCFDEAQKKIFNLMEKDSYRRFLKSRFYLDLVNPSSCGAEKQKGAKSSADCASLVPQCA
#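 MLSMR compounds (23 nl, pin-transferred) preincubated 10 min at room temperature with a 500nM (2x) first reagent, then RGS4 at 900nM (2x) plus Transcreener GDP mix added; fluorescence polarization (620/688 nm) read before and after 90 min at 30 °C.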
# ERG-DNA inh = inhibitors of human ERG Ets domain-DNA interaction; Potency, µM (doses to about 76.9 µM), for inactives: at the highest dose FP activity, negative = inhibition, most hits filed as inhibitors; P11308; hit rate 0.028% among 370,000; AID 624246; fluorescence polarization, His-ERG Ets domain / labelled DNA; active = well fitted inhibition curve with a large enough effect in the polarisation, with a control signal flat; inconclusive = small, poorly fitted or top-dose-only effect, or effect the other way, or a change in a side signal; inactive = no such curve, though single readings can be large or run the other way; the % refers to the polarisation;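 note: polarization taken with two DNA probes labelled with fluorescein and Texas red; potency is the fitted concentration of half-maximal effect; % of control where 0% means no effect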
# Target sequence (P11308 whole entry, looked up, the tested form may be a part): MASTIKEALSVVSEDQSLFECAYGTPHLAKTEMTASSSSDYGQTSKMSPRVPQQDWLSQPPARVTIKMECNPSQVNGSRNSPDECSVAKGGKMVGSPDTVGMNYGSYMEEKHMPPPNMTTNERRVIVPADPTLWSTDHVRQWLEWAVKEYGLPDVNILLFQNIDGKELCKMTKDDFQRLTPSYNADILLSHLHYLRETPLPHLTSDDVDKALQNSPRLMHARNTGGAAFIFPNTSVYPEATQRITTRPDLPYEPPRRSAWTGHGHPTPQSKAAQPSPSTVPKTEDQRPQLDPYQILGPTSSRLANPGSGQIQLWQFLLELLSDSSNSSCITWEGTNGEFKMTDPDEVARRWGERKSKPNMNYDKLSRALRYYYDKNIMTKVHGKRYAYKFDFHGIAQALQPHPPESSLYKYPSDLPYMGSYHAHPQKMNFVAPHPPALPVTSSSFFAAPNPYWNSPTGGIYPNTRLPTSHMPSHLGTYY
#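 His-tagged ERG Ets domain (1 uM in the protein solution; 300mM KCl, 50mM Tris-HCl, 1mM EDTA, 1mM DTT, pH 7.5) received compound, then a probe mix of 5 nM fluorescein-DNA and 100nM Texas-615-DNA. Fluorescence polarization was read for both dyes.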
# D2 agonist = agonists of human D2 dopamine receptor; hit rate 0.53% among 340,000; HEK293 T-REx D2 cells, calcium flux agonist mode; P14416; activation, % at 2 µM;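 active = activation over 3 SD above normal in the single-dose calcium agonist read, cut at about 30% in these data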; note: 0% is about no effect
#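 Tetracycline-induced HEK293 T-REx cells with force-coupled D2 receptor, plated overnight at 30 C, loaded with no-wash calcium dye. After a 10 s baseline, compound was pin-added and calcium flux read kinetically for 180 s; calcium rises flagged agonists.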
# GRP78 ERSR act = inducers of ER stress response in human glioma cells; hit rate 0.02% among 420,000; AID 602332; U87-MG GRP78 promoter luciferase reporter, 16 h; Potency, µM, inactives show at the highest dose activation, hits mostly activators; note: potency is the fitted concentration of half-maximal effect; series mostly up to about 76 µM; % of control where 0% means no effect; nearly all actives have a fitted effect of over 35% in size
#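 ERSR induction read as luciferase luminescence (Bright-Glo, 10 min at room temperature) in stably transfected human U87-MG glioma cells exposed to compounds for 16 h, using GRP78 as sensor.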
# An asterisk follows results filed as active; ? = inconclusive; . = not tested or not shown; & = joins results of further samples; [ ] = another dose, or the depositor's remark. Unless noted, calls come from the whole dose curve; as a rule, active = well fitted curve in the direction sought with a large enough effect; inconclusive = small, poorly fitted or top-dose-only effect, or another doubt; inactive = no such curve, though single readings can be large; an effect the other way counts as inactive or inconclusive. Only part of the results is shown. The share of hits here may be higher or lower than overall.
compound,Vif-A3G inh,Vif-A3F inh,ALOX12 inh,D2 antag,LDHA block,RGS4 inh,ERG-DNA inh,D2 agonist,GRP78 ERSR act
CSc1ccccc1C(=O)NCC(c1ccco1)N(C)C (configuration not stated),-2%,-8%,5%,-11,1,-15%,15%,0.0,-3%
O=S(=O)(Nc1ccn(-c2ccccc2)n1)c1ccc(Br)cc1,0%,-3%,?,9,3,-29%,.,-0.1,2%
O=C(COc1ccc(Br)cc1Cl)NC(=S)Nc1ccccn1,0%,5%,?,3,-5,13%,1%,0.1,-4%
Cc1[nH]n(-c2ccccc2)c(=O)c1N=Nc1ccc(Cl)cc1,0%,1%,?,-1,-2,6%,8%,-0.7,-3%
Cc1c(Br)c([N+](=O)[O-])nn1CC(=O)Nc1ccc(C(N)=O)cc1,-3%,-1%,-1%,28,-5,10%,-4%,-0.5,0%
Cc1cccc(N2CCN(S(=O)(=O)c3ccc4c(c3)C(C)(C)C(=O)N4C)CC2)c1C,-1%,-6%,19%,11,-6,16%,2%,-0.5,-3%
O=C(/C=C/c1ccccc1Cl)NCCN1CCOCC1,0%,-5%,0%[57.4 µM],-10,5,-4%,.,0.0,6%
COc1ccccc1CCC(=O)Oc1ccccc1C#N,1%,1%,0%,16,-1,-15%,9%,-0.8,-5%
CN(C)CCNC(=O)c1[nH]nc2c1CCc1ccccc1-2,4%,-7%,-6%,-2,1,12%,-2%,0.2,-2%
O=C1CCCc2nc(N3CCN(Cc4ccccc4)CC3)ncc21,-2%,0%,-21%,-1,7,-13%,-5%,1.1,-1%
O=C(NCc1ccccn1)c1ccc(Cl)c(S(=O)(=O)Nc2ccccc2C(=O)NCc2ccccn2)c1,-12%,3%,-18%,-1,3,1%,7%,-0.6,-2%
Cc1oncc1-c1csc(-c2ccccc2Cl)n1,-5%,6%,-13%,-6,-9,-3%,-5%,-1.0,6%
Cc1cc(C(=O)NCc2ccccc2)c(=O)[nH]c1C,0%,-6%,-31%,9,0,-9%,7%,-1.0,-2%
Cc1cc(SCC(=O)NCCCN2CCCC2=O)nc2ccccc12,-10%,7%,21%,-8,-1,-12%,4%,0.1,-5%
O=C(COc1ccc(Cl)cc1Cl)NC(=S)N1CCCc2ccccc21,-8%,-5%,?,2,15,-1%,.,0.4,-1%
Cc1noc(C)c1COc1ccccc1C(=O)N(C)CC(=O)Nc1ccc(Cl)c(Cl)c1,-4%,3%,-1%,-11,-4,1%,-3%,0.0,-4%
Cc1nnc(SCC(=O)NCc2cccs2)n1-c1ccccc1,-4%,2%,5%,-4,-5,6%,6%,0.3,-2%
Cc1ccc(CCNC(=O)C2CCC(CNc3c(N4CCC(C)CC4)c(=O)c3=O)CC2)cc1 (configuration not stated),0%,-3%,-7%,17,-11,-14%,-5%,0.0,-2%
Cc1cc(C(=O)NNC(=O)[C@H](C)NC(=O)c2ccc(Br)cc2)c(C)o1,-3%,-4%,10%,.,-4,22%,-2%,.,-3%
CN1CCNC(=O)C1CC(=O)NCCC1=CCCCC1 (configuration not stated),0%,1%,0%,2,0,7%,0%,1.1,-5%
Cc1cc(SCC(=O)O)nc2ccccc12,-2%&-2%,-11%&4%,9%&-8%,-8&-1,-9&-3,-11%&-19%,0%&3%,-0.1&0.0,-8%&-4%
CN(C)c1ccc(C(=O)C(O)c2ccc(C(C)(C)C)cc2)cc1 (configuration not stated),0%,1%,10%,.,-16,-8%,-1%,.,-2%
Cc1cc(NC(=O)CCC(=O)N(c2ccccc2)C(C(=O)NC2CCCC2)c2ccc(F)cc2)no1 (configuration not stated),-1%,-1%,-18%,-4,-13,15%,-6%,1.6,-1%
COc1cc(NC(=O)c2cc(-c3cc(F)ccc3OC(C)C)n[nH]2)cc(OC)c1OC,-6%,.,13%,.,4,.,.,.,-1%
CCc1nnc(NC(=O)CSc2nnc(CCc3nc4ccccc4[nH]3)n2C)s1,2%,-5%,-1%,-19,-6,9%[11.4 µM],4%,1.2,-2%
C=C[C@@H]1c2cccc(C)c2N(S(=O)(=O)c2ccc(C)cc2)[C@H](c2ccc(OC(C)=O)cc2)C1(C#N)C#N,-23%,-3%,162%[activator],.,-6,10%,6%,.,-4%
Cc1cccc(NC(=O)CSc2ccc(-c3sc(-c4ccccc4)nc3C)nn2)c1C,1%,5%,-19%,.,-2,-4%,-3%,0.0,-1%
C[C@@H]1CCCCO[C@H](CN(C)Cc2ccccc2)[C@@H](C)CN([C@H](C)CO)C(=O)c2cc(NS(=O)(=O)c3ccc(Cl)cc3)ccc2O1,-5%,-7%,?,.,0,.,.,.,-1%
CN1CCN(C(=S)Nc2ccccc2Cl)CC1,1%,1%,-2%,-8,-1,-41%,-8%,0.4,-4%
NC(=O)NC(Cc1ccccc1)C(=O)NCC1(N2CCCCC2)CCCCC1 (configuration not stated),1%,-15%,-37%,-3,-2,-10%[11.4 µM],5%,0.0,-4%
CN1CCN(C(=O)c2ccc(CS(=O)(=O)c3c(Cl)cccc3Cl)o2)CC1,-2%,-5%,-4%,-2,3,-22%,2%,-1.3,-3%
Cc1ccc(N=C2C(=O)Nc3ccc(C)c(Br)c32)cc1,1%,-1%,.,-16,7,-4%,122%[activator],-2.4,-12%
COc1ccc(OC)c(/C=N/Nc2nncn2/N=C/c2cc(OC)ccc2OC)c1,?,6%,13%,4,15,?,-6%,0.8,-3%
CCS(=O)(=O)c1ccc2c(c1)N(S(=O)(=O)c1ccc(OC)cc1)CC(C(=O)O)O2 (configuration not stated),0%,2%,?,14,-4,-20%,-13%,0.0,-2%
CCc1ccccc1NC(=S)N(CCCN1CCN(C)CC1)Cc1cccs1,0%,-3%,4%,-10,-2,-14%,9%,0.1,-1%
C=CCn1c(SCC(=O)NCCc2ccccc2)nc2c([nH]c3ccccc32)c1=O,2%,-4%,7%,18,-5,5%,2%,0.2,-3%
Cc1c(Cl)cccc1NC(=O)Cn1c(=O)n(Cc2ccco2)c(=O)c2oc3ccccc3c21,3%,2%,-13%,.,0,-4%,3%,.,-1%
CN(C1CCCCC1)S(=O)(=O)c1ccc(NC(=O)Cn2nc(-c3ccc(F)cc3)ccc2=O)cc1,-13%,-2%,-3%,6,3,-26%,.,2.5,-7%
COC(=O)c1ccccc1NC(=O)CSc1ccc(C)cc1,0%,-7%,0%,-3,-1,-1%,-2%,-1.5,-4%
O=C(Nc1ccc(S(=O)(=O)Nc2ncccn2)cc1)c1ccc(N2CCCC2=O)cc1,2%,1%,2%,-2,-3,-43%,-8%,0.8,-4%
O=C1CCC(C(=O)N2CCC(CO)(Cc3ccc(Cl)cc3)CC2)=NN1,-14%,-5%,-20%,12,-5,14%,3%,-0.1,-5%
CCNC(=S)Nc1c(C)n(C)n(-c2ccccc2)c1=O,1%,1%,-18%,-5,-12,15%,-3%,-0.8,-4%
C/C(=N\NC(=O)CNc1cccc(C)c1)c1ccc(Br)s1,1%,-11%,23%,-8,-1,1%,2%,0.6,-4%
NC(=O)c1ccc(OCC(F)(F)F)nc1,-7%,0%,-22%,5,1,31%,3%,0.0,0%
CN(C)/C=C/C(=O)C(F)(F)F,3%,7%,5%,.,-11,-5%,-1%,.,-2%
CCCCc1ccc(S(=O)(=O)NCCc2ccncc2)cc1,0%,-10%,-4%,-3,-7,-25%,7%,0.3,-6%
O=C1CC(=C(c2ccccc2)c2ccccc2)C(=O)N1CCCCN1CCN(c2cccc(Cl)c2)CC1,6%,0%,-27%,10,3,-15%,12%,1.6,-3%
O=C(COc1ccccc1)Nc1ccc(S(=O)(=O)Nc2ncccn2)cc1,-2%,6%,3%,3,-4,2%,4%,-3.8,-3%
O=C(O)c1c2c(nc3ccc(Cl)cc13)CCC2,-1%,4%,3%,-4,-4,17%,2%,6.1,-4%
C=CCNC(=O)c1cc2c(=O)n3ccccc3nc2s1,0%,0%,0%,-8,-3,30%,-6%,-0.4,-3%

# (continued)
compound,Vif-A3G inh,Vif-A3F inh,ALOX12 inh,D2 antag,LDHA block,RGS4 inh,ERG-DNA inh,D2 agonist,GRP78 ERSR act
Cc1[nH]n(-c2ccccc2)c(=O)c1/C=N/NC(=O)c1cccc(F)c1,-10%,?,35µM*,8,1,-15%,-4%,-0.1,-1%
COc1cccc(CNC(=O)CN(C)S(=O)(=O)c2cnc[nH]2)c1,0%,.,27%,-4,3,2%,4%,0.1,10%
O=C(c1cc(-c2cccc(Cl)c2)on1)N1CCCC1,0%,-18%,4%,13,-8,0%,-7%,-0.7,4%
Cc1ccc(S(=O)(=O)CCC(=O)OCC(=O)Nc2cc(C)on2)cc1,-3%,1%,0%,10,-8,3%[11.4 µM],-5%,0.4,-1%
COc1ccc2[nH]c(C)c(CCNC(=S)Nc3cc(C)ccc3C)c2c1,3%,-30%,?,4,-6,19%,7%,-1.1,-6%
Cc1cc(C)c(OCC(O)CNC(C)(C)C)c(C)c1 (configuration not stated),-1%,1%,-15%,0,0,6%[11.4 µM],-5%,-0.3,-2%
Cc1cc(=O)n2[nH]cnc2n1,3%,-6%,28%,-1,-4,-12%,-2%,0.9,-5%
CC1(NC(=O)Cc2csc(-c3ccc(Cl)cc3)n2)CCS(=O)(=O)C1 (configuration not stated),-1%,1%,140%[activator],.,-5,-23%,-3%,.,-2%
